Screening results (PubChem BioAssay)
mIAP act: mouse IAP activation. AID 2805. muIAP, CDP-Star luminescence, 30 min; active compounds read high; 1 = vehicle-only enzyme signal, 0 = enzyme-free wells. activation factor at 10 µM. actives 0.24% (n = 330,000);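 active = activation factor of at least 2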; note: the source names both 10 and 20 µM as test concentration; values of inactives mirror those of a sister screen read the other way
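System: Mouse IAP enzyme | Also added: CDP-Star substrate | Dosing: Compounds dispensed in DMSO | Schedule: 30 min enzyme-substrate-compound incubation at room temperature | Technique: Chemiluminescence readout | Control set: DMSO-only wells and no-enzyme negative control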
hIAP act: increases human intestinal alkaline phosphatase activity; P09923; activation factor at 10 µM; actives 0.16% (n = 330,000); purified human IAP, CDP-Star luminescence, 30 min; active compounds read high; 1 = vehicle-only enzyme, 0 = enzyme-free background;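 active = activation factor of the enzyme at least 2-fold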; note: the source names both 10 and 20 µM as test concentration; values of inactives mirror those of a sister screen read the other way
mIAP block: blocks mouse intestinal alkaline phosphatase; purified mouse IAP, CDP-Star luminescence, 30 min; inhibition, % at 10 µM; actives 0.2% (n = 330,000);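 active = inhibition of at least 40% at 10 µM in the primary screen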;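 note: plate controls were DMSO with enzyme for no effect and no enzyme wells for full effect; values of inactives mirror those of a sister screen read the other way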
APOBEC3A inh: human APOBEC3A DNA deaminase inhibition | P31941 | recombinant A3A, FAM/TAMRA ssDNA deamination fluorescence | inhibition, % at 20 µM | actives 0.41% (n = 330,000);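 active = at least 40% inhibition at 20 µM here, with at most 30% in a related deaminase screen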;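 note: plate controls were A3A with DMSO for no effect and wells lacking A3A enzyme for full effect; some results filed as inactive read as strong as hits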
Target sequence (P31941 whole entry, looked up): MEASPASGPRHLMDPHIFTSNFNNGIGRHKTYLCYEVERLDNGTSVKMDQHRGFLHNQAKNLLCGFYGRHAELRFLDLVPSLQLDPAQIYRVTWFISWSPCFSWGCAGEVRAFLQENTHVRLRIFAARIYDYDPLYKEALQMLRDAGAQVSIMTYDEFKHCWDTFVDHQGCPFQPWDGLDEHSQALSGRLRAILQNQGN
APOBEC3G inh: APOBEC3G (human) deaminase inhibition; inhibition, % at 20 µM; Q9HC16; recombinant A3G, ssDNA deamination FAM/TAMRA fluorescence; actives 0.28% (n = 330,000);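 active = inhibition of at least 40% at 20 µM, with no more than 30% in the related APOBEC3A deaminase screen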;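 note: plate controls were DMSO wells with A3G for no effect and wells lacking A3G enzyme for full effect; some compounds called inactive have numbers as strong as hits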
Target sequence (Q9HC16 whole entry, looked up): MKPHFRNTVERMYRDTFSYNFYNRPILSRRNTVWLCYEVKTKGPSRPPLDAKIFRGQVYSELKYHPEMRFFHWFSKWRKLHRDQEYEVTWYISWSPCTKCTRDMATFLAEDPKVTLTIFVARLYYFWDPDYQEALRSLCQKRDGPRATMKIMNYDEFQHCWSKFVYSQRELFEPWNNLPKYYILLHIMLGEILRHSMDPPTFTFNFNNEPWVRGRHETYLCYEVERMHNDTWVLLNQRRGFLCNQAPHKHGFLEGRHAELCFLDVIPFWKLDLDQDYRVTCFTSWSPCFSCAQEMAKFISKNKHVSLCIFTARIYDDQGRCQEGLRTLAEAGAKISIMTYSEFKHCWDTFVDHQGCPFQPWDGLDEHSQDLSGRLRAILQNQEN
MPTP block: permeability transition pore inhibition; isolated mouse mitochondria, Ca2+ swelling absorbance, 30 min; actives 1.4% (n = 360,000); inhibition, % at 10 µM;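 active = inhibition of 50% or more, scaled per plate between neutral and stimulator controls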;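 note: 0% = DMSO wells given calcium and 100% = 1 mM EGTA wells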
hIAP inh: blocks human intestinal alkaline phosphatase; P09923; purified IAP, CDP-Star luminescence, 30 min; inhibition, % at 10 µM; actives 0.12% (n = 330,000);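 active = inhibition reaching a set limit with compound at 10 µM in the primary screen, cut at about 35% in these data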;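 note: plate controls were DMSO wells with enzyme for no effect and no-enzyme buffer wells for full effect; values of inactives mirror those of a sister screen read the other way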
GRIN3A LBD mod: modulators (binders) of human NR3A ligand-binding domain; AID 1259313; NR3A LBD differential scanning fluorimetry, Tm shift; 0% = protein alone, 100% = glycine-bound protein; actives 2.5% (n = 340,000); Tm shift relative to glycine control, % at 25 µM;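 active = melting temperature shift of at least 10% of the positive control shift, at one fixed dose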
MIN6 prolif: induces beta-cell replication in MIN6 cells | MIN6 cells proliferation, ATPlite luminescence, 48 h; cells starved in 0.2% serum; 100% = growth in 10% serum | proliferation, % at 10 µM | actives 0.29% (n = 330,000);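 active = compounds whose signal lies at least 3.5 SD above the mean of all wells on their plate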;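 note: 0% = DMSO-treated cells in low-serum medium and 100% = 10% serum control; some compounds called inactive have numbers as strong as hits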
* hit, by the source's call; · = not tested or not shown. Not a hit list; 5% or so of the library scored in one or more.

SMILES	mIAP act	hIAP act	mIAP block	APOBEC3A inh	APOBEC3G inh	MPTP block	hIAP inh	GRIN3A LBD mod	MIN6 prolif
Cc1ccc(-c2cc(C(F)F)nc(N3CCC(C)CC3)n2)cc1	0.98	0.97	2	-1	-4	2.7	3	1	-6
CCCS(=O)(=O)NCc1cn2cccc(C)c2n1	1	0.93	-1	-1	-3	0.2	7	-1	-1
O=C(/C=C/c1ccc(F)cc1)NC(=S)N1CCN(c2ccccn2)CC1	0.99	0.77	1	-2	-3	-1.4	23	-1	5
O=[N+]([O-])c1cc(C(F)(F)F)ccc1NN=C1CCCC1	0.97	0.92	3	3	-3	6.7	8	3	0
O=C(NCCCl)Nc1ccc(Cl)c([N+](=O)[O-])c1	1	0.89	-4	4	0	81*	11	-3	-1
COc1cc2sc3ccc(-c4ccc(N(C)C)nc4)cc3c(=O)c2cc1OC	1	0.97	-4	5	31	·	2	-8	-8
COc1ccc(S(=O)(=O)NCC2CCCN(C(=O)CSC)C2)cc1 (stereo not given)	1.1	1.1	-12	-2	-4	-2.3	-13	-1	-1
O=C(Cc1ccccc1)c1nc2ccccc2s1	1.2	1.1	-21	-4	-2	0.2	-7	-2	0
CCc1ccc(C(=O)OCC(=O)NC2CCCC2)cc1	1.1	1.2	-7	-3	-6	0.4	-22	-1	-2
CC1CCN(C(=O)CSc2nc(=O)n3ccccc3n2)CC1	1	0.94	-1	-8	-15	-1.0	6	0	6
COc1ccc(OC)c(NC(=O)c2cc3c(=O)n4ccccc4nc3n2C)c1	0.97	0.95	3	3	0	-0.7	5	1	4
CSc1cc(-c2ccccc2)n(Cc2c(Cl)cccc2Cl)c(=O)c1C#N	1	0.9	-1	0	-5	0.1	10	1	-3
COc1cccc(NC(=O)C(C)Sc2nnc(C3CC3)n2C2CC2)c1 (stereo not given)	0.97	0.92	3	-1	-6	-0.2	8	0	2
CCc1ccccc1NC(=O)CN1CCN(C(=O)CNC(=O)c2ccc(N3CCCC3=O)cc2)CC1	0.96	1.1	4	-2	-8	-1.0	-7	1	0
Oc1ccc(Nc2nc(-c3ccccc3F)nc3ccccc23)cc1	1	1	-4	1	-5	0.7	-4	25*	-6
C#CCOCCOCCOCCNc1nc(N2CCN(C(=O)[C@H](Cc3ccc(O)cc3)n3cc([C@@H](N)CC(C)C)nn3)CC2)nc(N2CCN(C(=O)[C@H](Cc3cc4ccccc4[nH]3)n3cc([C@@H](N)CC(C)C)nn3)CC2)n1	1.2	1	-18	3	-7	·	-1	-1	3
COCCNC(=O)c1cccc(OC2CCN(Cc3ccc(C(=O)OC)cc3)CC2)c1	0.98	0.96	2	-3	-11	-1.5	4	3	0
COc1ccc(C2SCC(C(=O)O)N2C(C)=O)cc1 (stereo not given)	0.96	1	4	1	-4	-1.2	-2	2	-1
CCC(CO)Oc1cc(NCc2cccnc2)c2ncn(C(C)C)c2c1 (stereo not given)	1.2	0.94	-18	-5	-8	-1.5	6	-1	0
COc1ccc(N(C(=O)c2cccc(OC)c2OC)C2C=CS(=O)(=O)C2)cc1 (stereo not given)	0.97	0.97	3	-3	-7	0.1	3	-2	-1
CC(C)N(C(=O)COC(=O)CCC(=O)c1cccs1)c1ccccc1	0.98	1	2	-6	-6	-0.8	0	-2	4
COC(=O)c1c(C)oc2ccc(OC(=O)N3CCOCC3)cc12	1	1.1	-4	6	4	2.5	-8	1	0
CC(=O)Nc1ccc(S(=O)(=O)N2CCN(c3nnnn3-c3ccccc3)CC2)cc1	0.96	1.1	4	4	-7	0.1	-12	0	2
Cc1cc(Cl)ccc1C(=O)C1CCCN(C(=O)c2cccc(N3CCCC3=O)c2)C1 (stereo not given)	0.98	1	2	-5	-8	1.8	-2	1	6
COC(=O)c1c(Oc2nc(OC)cc(OC)n2)cccc1Oc1nc(OC)cc(OC)n1	0.99	0.97	1	0	-4	1.0	3	-3	0

A draw from above in order of molar mass, highest first.
SMILES	mIAP act	hIAP act	mIAP block	APOBEC3A inh	APOBEC3G inh	MPTP block	hIAP inh	GRIN3A LBD mod	MIN6 prolif
COC(=O)c1c(Oc2nc(OC)cc(OC)n2)cccc1Oc1nc(OC)cc(OC)n1	0.99	0.97	1	0	-4	1.0	3	-3	0
CC(=O)Nc1ccc(S(=O)(=O)N2CCN(c3nnnn3-c3ccccc3)CC2)cc1	0.96	1.1	4	4	-7	0.1	-12	0	2
COc1cc2sc3ccc(-c4ccc(N(C)C)nc4)cc3c(=O)c2cc1OC	1	0.97	-4	5	31	·	2	-8	-8
COc1ccc(OC)c(NC(=O)c2cc3c(=O)n4ccccc4nc3n2C)c1	0.97	0.95	3	3	0	-0.7	5	1	4
O=C(/C=C/c1ccc(F)cc1)NC(=S)N1CCN(c2ccccn2)CC1	0.99	0.77	1	-2	-3	-1.4	23	-1	5
CC(C)N(C(=O)COC(=O)CCC(=O)c1cccs1)c1ccccc1	0.98	1	2	-6	-6	-0.8	0	-2	4
CCC(CO)Oc1cc(NCc2cccnc2)c2ncn(C(C)C)c2c1 (stereo not given)	1.2	0.94	-18	-5	-8	-1.5	6	-1	0
Cc1ccc(-c2cc(C(F)F)nc(N3CCC(C)CC3)n2)cc1	0.98	0.97	2	-1	-4	2.7	3	1	-6
O=C(NCCCl)Nc1ccc(Cl)c([N+](=O)[O-])c1	1	0.89	-4	4	0	81*	11	-3	-1
CCCS(=O)(=O)NCc1cn2cccc(C)c2n1	1	0.93	-1	-1	-3	0.2	7	-1	-1
O=C(Cc1ccccc1)c1nc2ccccc2s1	1.2	1.1	-21	-4	-2	0.2	-7	-2	0

Next section:
SMILES	mIAP act	hIAP act	mIAP block	APOBEC3A inh	APOBEC3G inh	MPTP block	hIAP inh	GRIN3A LBD mod	MIN6 prolif
CC(C(=O)c1ccc(Br)cc1)[n+]1cccc2ccccc21 (stereo not given)	0.98	0.96	2	-8	-12	1.1	4	-4	-5
CC(C)(C)C(=O)Cn1ncc(NC2CC2)c(Br)c1=O	1.1	0.83	-11	0	-3	1.3	17	0	-1
CC1C(=O)C(C)C(c2cc(Cl)ccc2O)NC1c1cc(Cl)ccc1O (stereo not given)	0.86	1.5	14	-3	-8	3.0	-54	27*	-5
Cc1onc(-c2ccccc2Cl)c1C(=O)OCn1nnc2ccccc2c1=O	1.1	1	-6	4	1	1.3	-1	-1	-1
CCC(C(=O)NCc1cccnc1)c1ccccc1 (stereo not given)	1.1	1	-5	-5	-4	1.9	-4	0	0
CN(C)c1ncc(C2=C(Cl)C(=O)C(N3CCCC3)=C(Cl)C2=O)s1	0.72	0.83	28	77	70	7.7	17	-6	-6
COc1ccc(/C=C2\COc3ccccc3C2=O)cc1OC	0.95	0.7	5	-4	-7	1.1	30	0	0
Cc1[nH]n(-c2ccccc2)c(=O)c1N=Nc1ccc2c(c1)OCO2	0.78	1	22	0	-4	2.9	-5	-1	6
COc1ccc(C(=O)Nc2ccc(C(=O)N3CCCCC3C)cc2)c(OC)c1OC (stereo not given)	1	0.86	-3	1	3	0.1	14	1	0
O=c1c2sccc2nc(SCc2cc(=O)n3ccccc3n2)n1Cc1ccccn1	0.88	0.79	12	-3	-6	·	21	·	-2
COc1ccc(C2(CNC(=O)Cc3ccc(OC)c(OC)c3)CCOCC2)cc1	1	0.99	-4	1	-2	-0.6	1	-2	1
O=C(NNC(=O)C1CCCCC1)c1cnccn1	0.87	0.81	13	-1	-9	-1.8	19	-1	1
CCOc1ccc(CCNS(=O)(=O)c2ccc3c(c2)NC(=O)CC(=O)N3)cc1OCC	1.1	1.1	-6	3	-9	-1.4	-10	-1	-2
Cc1ccc(COC(=O)CCN=C2NS(=O)(=O)c3ccccc32)cc1	0.94	0.99	6	1	-12	1.3	0	0	1
O=S(=O)(Nc1nc2ccccc2nc1NCCN1CCOCC1)c1cccc(Cl)c1	0.92	1.1	8	-2	-2	-0.3	-13	-5	-1
O=C(Nc1ccn(Cc2cccc3ccccc23)n1)c1cccnc1	0.97	0.9	3	-4	-7	-0.1	10	-1	0
CC(C)(C)C(=O)OCc1nc(-c2ccc(C(F)(F)F)cc2)cs1	1	1	-4	1	1	-0.5	-5	3	-2
CCc1nnc(NC(=O)C2CCCN2C(=O)NC2CCCCC2)s1 (stereo not given)	0.99	1	1	-1	1	1.1	-4	4	0
COC(=O)c1cc(S(=O)(=O)NCCc2cccc(C)c2)cn1C	0.97	0.89	3	-5	-5	-0.2	11	1	-2
CC(C)CNC(=O)COC(=O)c1c2c(nc3ccccc13)CCC2	1	0.98	0	10	6	-0.4	2	0	-3
CCOc1ccccc1OCCOCCN1CC(C)OC(C)C1 (stereo not given)	1	1	-1	-5	-4	-0.7	-4	-2	2
CC1CN(C(=O)N2CCOCC2)CCN1C(=O)N1CCOCC1 (stereo not given)	1.1	0.83	-6	1	0	-0.1	16	0	0
CCOC(=O)c1c(Cc2ccccc2)c[nH]c1C	1	0.8	-2	-3	-12	-1.3	20	1	-1
COc1ccc2[nH]cc(/C=C/c3cc[n+](C)cc3)c2c1	0.91	0.89	9	35	0	-0.5	11	2	-1
Cn1c(/C=N/c2nc3ccccc3[nH]2)nc2ccccc21	0.99	0.87	1	-2	-6	-0.2	13	1	-3
SMILES	mIAP act	hIAP act	mIAP block	APOBEC3A inh	APOBEC3G inh	MPTP block	hIAP inh	GRIN3A LBD mod	MIN6 prolif
CC(C)(C)c1ccc(-c2nnc(SC3CCOC3=O)n2Cc2ccccc2)cc1 (stereo not given)	0.93	0.92	7	-6	-8	0.7	8	13*	1
O=C(NC1CCCCC1)C1CCN(S(=O)(=O)N2CCOCC2)CC1	1.1	0.94	-7	-8	-9	-0.8	6	2	-2
CC(=O)Nc1ccc(NC(=O)CCn2cnnn2)cc1	1.1	1	-10	-2	-1	0.7	-4	0	-2
CCn1c(NC(=O)Nc2cccc(C)c2C)cc2sccc21	0.78	0.88	22	-6	-9	1.6	12	-5	-4
COC(=O)C(Cc1ccc(O)cc1)NC(=O)CCC(=O)Nc1ccc(S(N)(=O)=O)cc1 (stereo not given)	1.1	1	-10	-1	-1	0.1	-2	-1	2
CC(=O)N1c2ccc(S(=O)(=O)N3CCCC3C(=O)Nc3ccc(C)cc3)cc2CC1C (stereo not given)	1.1	1.1	-9	-3	-9	-1.6	-9	1	1
Cc1ccc(CN2CCN(Cc3ccon3)CC2CCO)cc1 (stereo not given)	0.94	1	6	1	-1	-2.1	-3	0	1
N#CCCn1cc(C(=O)Nc2ccc(C(=O)O)cc2)c(-c2cccs2)n1	1	0.95	-5	5	-1	1.4	5	0	0
Cc1cc(C)nc(NC(=S)Nc2ccc(Br)cc2Cl)c1	0.92	1	8	-1	-7	-0.1	-3	-2	3
CCOc1ccc(NC(=O)CN(C)C(=O)c2c(C)noc2C)cc1OCC	0.96	0.86	4	-3	-7	-0.2	14	-1	7
CC(=O)c1sc(C(C)(C)C)cc1NC(=O)CCC(=O)O	1	1.1	-4	4	0	3.6	-10	0	-1
